# HBB splice mod = hemoglobin beta splicing modulation. HBB splicing reporter cell assay, activation; EGFP reporter with mutant IVS2-654 intron; response scale: normalised to 500 nM splice-correcting PNA. Potency, µM (series often up to 46.1 µM), for the others: at the top dose activation, most hits filed as activators. 65,000 tested, 0.06% active. AID 925; note: potency is the fitted concentration of half-maximal effect; 0% is about no effect
#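 Compounds were applied for 2 days to HeLa EGFP-654 cells, 500/well in Optimem with 2% FCS. The reporter's EGFP is disrupted by mis-splicing of beta-globin intron IVS2-654. Readout: summed well GFP fluorescence from 488 nm laser scanning; reference was 500 nM antisense […] 654 PNA.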
# CRE Fsk mod = alters forskolin-stimulated CRE reporter signaling in CHO cells | AID 662 | CHO CRE-bla reporter (cAMP response element driving beta-lactamase), forskolin EC10, beta-lactamase ratio | 71,000 tested, 2.5% active | Potency, µM (titrated, usually from 38.2 µM), inactives show top-dose activity change, negative = inhibition, usual class: activators; active = well fitted activation curve with a large enough effect in the signal ratio, with a control signal flat, not every such curve was filed as active; inconclusive = small, poorly fitted or top-dose-only effect, or effect the other way, or a change in a side signal; the % refers to the signal ratio; note: potency is the fitted concentration of half-maximal effect; % of control where 0% means no effect
#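 CRE-bla CHO cells stimulated with EC10 NKH 477 (water-soluble forskolin) and compound titrations, 3 h at 37C; beta-lactamase read with CCF4 after 2 h at room temperature. Activity from 460/530 nm emission ratio, AC50 values for positive or negative modulation.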
# DNA Pol III inh = inhibitors of bacterial DNA polymerase III holoenzyme. reconstituted DNA polymerase III holoenzyme replication, biochemical. Potency, µM (highest dose often 57.1 µM), for the others: at the top dose activity change, negative = inhibition. 71,000 tested, 0.25% active. AID 603; note: potency is the fitted concentration of half-maximal effect; % is set by controls: 0 for no effect and ±100 for the full control effect
#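 Reconstituted *E. coli* holoenzyme (0.35 nM Pol III, 1 nM beta, 154 nM SSB, 2 nM primase) was preincubated with compound for 15 min at RT. Synthesis on 1.4 nM ssM13Gori ran 35 min, then was stopped with PicoGreen/EDTA and read as dsDNA fluorescence.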
# ALOX15 inhib = blocks human 15-lipoxygenase activity; AID 887; Potency, µM (doses to about 57.1 µM), without a hit: at the highest dose activity change, negative = inhibition, usual class: inhibitors; 74,000 tested, 1.4% active; purified 15hLO-1, xylenol orange hydroperoxide absorbance; note: potency is the fitted concentration of half-maximal effect; % is set by controls: 0 for no effect and ±100 for the full control effect; nearly all actives have a fitted effect of over 55% in size
# Target sequence (P16050 whole entry, looked up): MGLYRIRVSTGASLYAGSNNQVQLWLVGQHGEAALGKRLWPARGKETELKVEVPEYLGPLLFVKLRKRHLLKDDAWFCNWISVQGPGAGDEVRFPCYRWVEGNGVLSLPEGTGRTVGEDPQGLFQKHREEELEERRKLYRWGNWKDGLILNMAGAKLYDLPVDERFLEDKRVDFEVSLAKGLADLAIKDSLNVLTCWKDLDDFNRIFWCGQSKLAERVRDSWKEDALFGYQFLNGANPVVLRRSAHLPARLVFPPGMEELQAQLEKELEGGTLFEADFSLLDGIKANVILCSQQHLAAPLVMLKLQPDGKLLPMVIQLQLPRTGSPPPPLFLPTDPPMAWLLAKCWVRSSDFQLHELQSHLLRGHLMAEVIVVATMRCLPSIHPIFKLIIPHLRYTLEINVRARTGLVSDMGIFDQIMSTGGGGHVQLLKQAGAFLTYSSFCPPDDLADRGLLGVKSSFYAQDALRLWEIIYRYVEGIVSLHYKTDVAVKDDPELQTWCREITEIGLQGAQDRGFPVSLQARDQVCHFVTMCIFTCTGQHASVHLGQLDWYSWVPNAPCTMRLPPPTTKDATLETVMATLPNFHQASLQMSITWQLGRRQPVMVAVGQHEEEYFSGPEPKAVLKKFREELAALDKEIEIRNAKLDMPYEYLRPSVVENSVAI
#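 Purified human 15hLO-1 (40 nM final) in 25 mM Hepes pH 7.5, 0.01% Triton X-100 was preincubated with compound 15 min at room temperature, then reacted 6 min with 50 uM arachidonic acid; hydroperoxide detected by Fe-XO, 573/405 nm absorbance ratio.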
# Hsp90 Hop PPI = changes Hsp90-Hop TPR2A binding signal, up or down. AlphaScreen TPR2A-His6 binding biotin-Hsp90 C-terminal peptide. Potency, µM (highest dose often 57 µM), for the others: at the highest dose activity change, negative = inhibition. 71,000 tested, 0.44% active; active = well fitted curve in either direction with a large enough effect; inconclusive = small, poorly fitted or top-dose-only effect, or another doubt; note: potency is the fitted concentration of half-maximal effect; % is set by controls: 0 for no effect and ±100 for the full control effect; many of its hits are not listed in these tables
# Epigenetic mod = epigenetic modulators derepressing GFP locus in mouse cells. mouse C127i GFP locus derepression, cytometry, 30 h. Potency, µM (doses to about 46.1 µM), inactives show at the highest dose GFP derepression (activation). 68,000 tested, 0.09% active. AID 597; note: % of control where 0% means no effect
#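 Murine C127i mammary cells carrying a silenced, stably integrated CMV-driven GFP reporter were treated with compound for 30 hours at 37 C. After PBS washes, GFP-positive cells were counted by laser-scanning microplate cytometry.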
# Ub-GFP proteasome = inhibits proteasome, raising ubiquitin-GFP reporter fluorescence; Ubiquitin-GFP reporter cells, proteasome inhibition, GFP fluorescence; response scale: untreated = 0%, 10 µM MG-132 = 100%; AID 526; Potency, µM (top dose mostly 45.9 µM), without a hit: top-dose activation (GFP accumulation), usual class: activators; 67,000 tested, under 10 active; active = well fitted activation curve with a large enough effect, not every such curve was filed as active; inconclusive = small, poorly fitted or top-dose-only effect, or another doubt; inactive = no such curve, though single readings can be large or run the other way; note: potency is the fitted concentration of half-maximal effect
#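 U2OS cells stably expressing ubiquitin(G76V)-GFP, seeded overnight in 0.5% FBS medium, were exposed to compounds (qHTS, 46 uM to 2.9 nM) for 4 hr at 37 °C. GFP-positive cells were counted by laser cytometry (488 ex/515 em), normalized between basal and 10 uM MG-132.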
# Luciferase inh = inhibitors of firefly luciferase | P08659 | purified firefly luciferase, luminescence, 8 min | Potency, µM (doses to about 57.1 µM), for inactives: top-dose activity change, negative = inhibition, actives largely listed as inhibitors | 72,000 tested, 2.2% active | AID 411; note: potency is the fitted concentration of half-maximal effect; % is set by controls: 0 for no effect and ±100 for the full control effect; nearly all actives have a fitted effect of over 40% in size
#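 Substrate buffer containing 10 uM ATP (pH 7.2 imidazole, Mg2+, KCl, detergent, BSA) is dispensed, compound pinned in, then luciferase/luciferin detector mix added. After 8 min at ambient temperature, light output is measured.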
# HADH2 inhib = inhibitors of human HADH2 dehydrogenase; Potency, µM (titrated, usually from 57.1 µM), for inactives: at the top dose activity change, negative = inhibition, actives largely listed as inhibitors; recombinant HADH2, NADH fluorescence, beta-hydroxybutyryl-CoA; Q99714; AID 886; 73,000 tested, 3.4% active; note: potency is the fitted concentration of half-maximal effect; % is set by controls: 0 for no effect and ±100 for the full control effect; nearly all actives have a fitted effect of over 60% in size; many of its hits are not listed in these tables
# Target sequence (Q99714 whole entry, looked up, one chain of several): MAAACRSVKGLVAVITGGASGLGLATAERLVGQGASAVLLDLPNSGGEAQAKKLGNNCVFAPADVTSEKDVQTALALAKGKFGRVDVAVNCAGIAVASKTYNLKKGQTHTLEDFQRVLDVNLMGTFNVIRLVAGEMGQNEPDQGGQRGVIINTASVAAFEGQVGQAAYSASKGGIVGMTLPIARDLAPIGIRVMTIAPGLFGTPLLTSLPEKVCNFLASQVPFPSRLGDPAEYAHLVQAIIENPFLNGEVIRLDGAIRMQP
#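 His-tagged recombinant enzyme from E. coli, 20 nM, preincubated 15 min RT with compound; reaction started with 1 mM NAD+ and 90 uM beta-hydroxybutyryl-CoA in 100 mM Tris-HCl pH 9.0. NADH fluorescence (ex 360/em 450) read over 4 min; last-minus-first difference.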
# ERK AVP block = inhibitors of vasopressin-stimulated ERK signaling pathway | HEK293-V1b, vasopressin-stimulated pERK AlphaScreen | Potency, µM (highest dose often 57.5 µM), for inactives: top-dose activity, negative = inhibition, hits mostly inhibitors | 72,000 tested, 0.99% active | AID 995; note: potency is the fitted concentration of half-maximal effect; % is set by controls: 0 for no effect and ±100 for the full control effect; nearly all actives have a fitted effect of over 55% in size
#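 Phosphorylated ERK1/2 detected via AlphaScreen bead proximity in lysates of V1b-expressing HEK293 cells given 25 nM vasopressin for 5 min after 30 min compound exposure (37 °C). AC50 from Hill equation; basal DMSO 0%, vasopressin 100%.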
# Tau filament bind = binds recombinant human tau filaments. Potency, µM (doses to about 57.1 µM), inactives show at the top dose activity change, negative = inhibition. 71,000 tested, 2% active. AID 596. recombinant tau filaments, thioflavin S fluorescence, 15 h; filaments grown with octadecylsulfate alongside compound. P10636;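 note: potency is the fitted concentration of half-maximal effect; % is set by controls: 0 for no effect and ±100 for the full control effect; actives lower thioflavin S fluorescence by blocking filaments or displacing dye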
#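 ThS-based fibril read: tau 1 uM final, inducer ODS 30 uM final, 37 C for 15 h, ex 450/em 510 nm.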
# * = called active by the depositor; ? = inconclusive; nt = no result given; [ ] = remark or other dose. Unless noted, calls come from the whole dose curve; as a rule, active = well fitted curve in the direction sought with a large enough effect; inconclusive = small, poorly fitted or top-dose-only effect, or another doubt; inactive = no such curve, though single readings can be large; an effect the other way counts as inactive or inconclusive. A portion of the library; rates above refer to the full screens.
SMILES,HBB splice mod,CRE Fsk mod,DNA Pol III inh,ALOX15 inhib,Hsp90 Hop PPI,Epigenetic mod,Ub-GFP proteasome,Luciferase inh,HADH2 inhib,ERK AVP block,Tau filament bind
Cn1cnc([N+](=O)[O-])c1Sc1nnc(-c2cccnc2)n1C,-1.1%[9.22 µM],11%[7.6 µM],-12%[11.4 µM],-1%[11.4 µM],-3%[11 µM],-1%[9.22 µM],2%[9.17 µM],4%[11.4 µM],15%[11.4 µM],0%[11.5 µM],9%[11.4 µM]
O=C(Cc1ccccc1)Nc1ccc(N2CCOCC2)cc1N1CCOCC1,0.3%,11%,-4%,-5%,-3%,2%,-5%,0%,9%,-18%,0%
O=C(CCCn1c(=S)[nH]c2cc3c(cc2c1=O)OCO3)N1CCN(c2ccc(Cl)cc2)CC1,7.8%[0.369 µM],-6%,5%,-17%,?,2%,-7%,5%,0%,19%,nt
CCCC(C)CO (centres undefined),0.9%,3%,0%,2%,1%,nt,nt,nt,1%,-12%,8%
O=C(c1ccc(S(=O)(=O)N2CCCC2)cc1)N1CCN(Cc2ccc3c(c2)OCO3)CC1,-0.3%,-6%,4%,3%,-3%,5%,0%,1%,3%,-16%,-10%
COc1ccc(N(C)C(=O)Nc2ccc3c(c2)nnn3C)cc1,-0.2%,0%,11%,6%,?,4%,-2%,0%,12%,6%,3%
Cc1nc(=O)c(-c2ccccc2)c(C)n1-c1cccc(C(=O)O)c1,0.0%,10%,-3%,9%,-1%,0%,10%,2%,-3%,15%,-21%
Clc1ccc(CC[C@H](Cn2ccnc2)Sc2c(Cl)cccc2Cl)cc1,0.3%[20.6 µM],?,-4%[25.6 µM],38%[activator][25.6 µM],-21%[26 µM],4%[20.6 µM],-2%[20.5 µM],-3%[25.5 µM],-1%[25.6 µM],-27%[25.7 µM],115%[25.6 µM]
CC(=O)N1CCN(S(=O)(=O)c2ccc(S(=O)(=O)NCC(C)C)cc2)CC1,nt,-3%,-3%,8%,1%,-2%,-7%,4%,3%,-18%,-9%
COc1ccccc1OCCCn1c(=O)oc2ccc(C)cc21,nt,9%,-1%,-9%,11%,0%,1%,3%,2%,13%,-3%
COc1ccc(NC(=O)CSc2nnc(Cc3cccn3C)n2-c2ccc(F)cc2)cc1OC,-1.3%,-2%,-8%,-13%,-3%[2.3 µM],nt,-11%,-1%,-6%,?,0%
O=C(O)C1C2CCC(C2)C1C(=O)Nc1cc(F)ccc1F (centres undefined),-0.3%,-3%,0%,14%,0%,3%,4%,1%,1%,-6%,-7%
COc1ccc(-n2c(=O)cc(N3CCOCC3)[nH]c2=O)cc1,-2.9%,?,-2%,-2%,4%,-2%,-15%,1%,-6%,1%,6%
CCOc1ccc(N2C(=O)NC(Cc3c[nH]c4ccccc34)C2=O)cc1 (centres undefined),7.6%,-16%,-3%,0%,-8%,3%,6%,-2%,7%,-21%,-7%
Cc1ccc2nc(CCc3nc4ccc(C)cc4o3)oc2c1,nt,3%,-8%,-4%,4%,0%,-1%,2%,8%,-3%,4%

# As a short view, three of the compounds above.
SMILES,HBB splice mod,CRE Fsk mod,DNA Pol III inh,ALOX15 inhib,Hsp90 Hop PPI,Epigenetic mod,Ub-GFP proteasome,Luciferase inh,HADH2 inhib,ERK AVP block,Tau filament bind
COc1ccc(-n2c(=O)cc(N3CCOCC3)[nH]c2=O)cc1,-2.9%,?,-2%,-2%,4%,-2%,-15%,1%,-6%,1%,6%
CCOc1ccc(N2C(=O)NC(Cc3c[nH]c4ccccc34)C2=O)cc1 (centres undefined),7.6%,-16%,-3%,0%,-8%,3%,6%,-2%,7%,-21%,-7%
Cc1ccc2nc(CCc3nc4ccc(C)cc4o3)oc2c1,nt,3%,-8%,-4%,4%,0%,-1%,2%,8%,-3%,4%

# Results in Tau filament bind, Hsp90 Hop PPI and DNA Pol III inh, for some of the entries so far:
smiles,Tau filament bind,Hsp90 Hop PPI,DNA Pol III inh
COc1ccc(N(C)C(=O)Nc2ccc3c(c2)nnn3C)cc1,3%,?,11%
CCCC(C)CO (centres undefined),8%,1%,0%

# Next section:
SMILES,HBB splice mod,CRE Fsk mod,DNA Pol III inh,ALOX15 inhib,Hsp90 Hop PPI,Epigenetic mod,Ub-GFP proteasome,Luciferase inh,HADH2 inhib,ERK AVP block,Tau filament bind
CCOC(=O)c1c(C)[nH]c(C(=O)COC(=O)c2oc3ccc(OC)cc3c2C)c1C,-1.2%,?,0%,2%,-2%,-1%,0%,2%,-64%,2%,9%
Cc1nnc2n(c1=O)C(CS(=O)(=O)c1ccccc1)CS2 (centres undefined),3.4%[57.5 µM],-8%,-3%,5%,-1%,4%,1%,1%,3%,4%,20%
COC(=O)c1ccc(Oc2nc(Nc3ccccc3)nc(N(C)C)n2)cc1,0.3%,17%,2%,-9%,-1%,4%,6%,-4%,20%,-26%,15%
CCN(CC)S(=O)(=O)c1ccc(C(=O)Nc2c3c(nn2C(C)(C)C)CS(=O)(=O)C3)cc1,2.0%[0.369 µM],-10%,-9%,-2%,-3%,-6%,-2%,-1%,-6%,-11%,-12%
Nc1ncnc2c1ncn2[C@H]1O[C@@H](C(=O)O)[C@@H](O)[C@H]1O,-0.9%[9.22 µM],3%[7.6 µM],5%[11.4 µM],0%[11.4 µM],-7%[11 µM],0%[9.22 µM],4%[9.17 µM],-1%[11.4 µM],-2%[11.4 µM],-6%[11.5 µM],-17%[11.4 µM]
O=C(CN1CCCCCC1=O)OCc1ncc(-c2ccccc2)o1,0.6%[57.5 µM],-8%,-4%,8%,-4%,1%,-4%,-1%,6%,2%,2%
C=CCn1c(N)cc(=O)nc1SCC(=O)NC(C)c1ccccc1 (centres undefined),-0.5%,0%,-7%,-2%,0%,-3%,-10%,2%,-30%,-17%,-4%
COc1cccc(CC(NC(C)=O)C(=O)NC2CCN(c3nc(C)cc(C)c3C#N)CC2)c1 (centres undefined),-1.3%,-16%,-2%,2%,-4%,1%,5%,2%,?,-10%,12%
CC(=O)N1C(=O)C2(C(C#N)=C(N)Oc3cc(C)oc(=O)c32)c2ccccc21 (centres undefined),2.0%[0.369 µM],-14%,-3%,1%,1%,-2%,nt,0%,-14%,13%,4%
Cc1ccc(Cn2nnc(C(=O)Nc3cc(C)ccc3C)c2N)cc1,-0.6%,0%,2%,-8%,5%,0%,2%,0%,0%,-7%,6%
COC(=O)c1ccccc1N(C)C(=O)C12CCC(C)(C(=O)O1)C2(C)C (centres undefined),-1.1%,2%,1%,8%,2%,-2%,-2%,1%,7%,-7%,3%
COc1cccc2cc(C(=O)N3CCC(C)CC3)c(=O)oc12,-0.1%,10%,-4%,-1%,-2%,nt,3%,-7%,?,nt,-5%
COC(=O)c1ccsc1NC(=O)CN1CCN(c2ccc(F)cc2)CC1,-1.3%,9%,-8%,0%,-4%,3%,2%,0%,-5%,-15%,-5%
O=C(Nc1c(C(=O)N2CCOCC2)cnn1-c1ccccc1Cl)c1ccco1,1.9%,?,0%,-8%,?,26%,-1%,-1%,0%,9%,293%
C=CCN(CC=C)c1nc2ccccc2nc1C(C#N)C(=O)OCCOC (centres undefined),1.2%,16µM*,-8%,-2%,-5%,0%,2%,0%,-18%,6%,173%
Clc1ccc(CSc2nnc([C@@H]3CCCN3)o2)cc1Cl,5.5%[0.369 µM],-5%,-8%,6%,-7%,-2%,-2%,2%,-9%,-2%,-5%
CC1(C)CC(=O)C=C(NC2CCS(=O)(=O)C2)C1 (centres undefined),0.1%[57.5 µM],3%,0%,-1%,-2%,0%,-4%,0%,-3%,21%,9%
COC(=O)C1=C(N)Oc2cc(C)n(CC3CCCO3)c(=O)c2C1c1ccc(Cl)cc1 (centres undefined),1.8%[1.84 µM],?,-7%,-14%,-3%,0%,-2%,4%,-9%,-3%,4%
